# TAAR1 antag: antagonists of human TAAR1. inhibition, % at 3 µM. Q96RJ0. actives 1.5% (n = 360,000). CHO RD-HGA16 TAAR1, Fluo-8 calcium fluorescence, antagonist. AID 624466;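 active = inhibition above a per-plate cutoff, the mean inhibition of test compounds on that plate plus 3 SD, cut at about 49% in these data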;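 note: 0% = DMSO plus EC80 beta-PEA response and 100% = DMSO alone without agonist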
# Target sequence (Q96RJ0 whole entry, looked up): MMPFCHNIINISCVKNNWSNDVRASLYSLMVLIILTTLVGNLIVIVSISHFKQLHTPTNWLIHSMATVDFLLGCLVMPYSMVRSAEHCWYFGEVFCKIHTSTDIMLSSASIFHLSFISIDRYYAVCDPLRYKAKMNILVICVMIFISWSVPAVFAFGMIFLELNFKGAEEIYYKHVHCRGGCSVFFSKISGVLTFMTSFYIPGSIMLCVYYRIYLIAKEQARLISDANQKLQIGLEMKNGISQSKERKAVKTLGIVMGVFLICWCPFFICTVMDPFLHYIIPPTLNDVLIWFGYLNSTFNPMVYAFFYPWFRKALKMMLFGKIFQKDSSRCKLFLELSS
#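 System: CHO RD-HGA16 cells bearing hTAAR1. Reagent: EC80 β-phenethylamine stimulus. Schedule: seeding 17-24 h prior, 75-min 37 °C, 30-min RT dye loading. Signal: Fluo-8 intracellular calcium dye fluorescence, real-time kinetic reads. Read-out: % inhibition from peak post-agonist over basal fluorescence ratio. Benchmarks: vehicle wells and EC80 agonist wells. Replicates: n of 1.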
# CHRM1 PAM: positive allosteric modulators of human M1 muscarinic receptor; P11229; CHO-K1 hM1, Fluo-8 calcium fluorescence, ACh EC20; 0% = ACh EC20, 100% = maximal ACh; activation, % at 3 µM; actives 0.088% (n = 360,000); AID 588819; in the data active = activation above about 19%, passing the limit was not always enough
# Target sequence (P11229 whole entry, looked up): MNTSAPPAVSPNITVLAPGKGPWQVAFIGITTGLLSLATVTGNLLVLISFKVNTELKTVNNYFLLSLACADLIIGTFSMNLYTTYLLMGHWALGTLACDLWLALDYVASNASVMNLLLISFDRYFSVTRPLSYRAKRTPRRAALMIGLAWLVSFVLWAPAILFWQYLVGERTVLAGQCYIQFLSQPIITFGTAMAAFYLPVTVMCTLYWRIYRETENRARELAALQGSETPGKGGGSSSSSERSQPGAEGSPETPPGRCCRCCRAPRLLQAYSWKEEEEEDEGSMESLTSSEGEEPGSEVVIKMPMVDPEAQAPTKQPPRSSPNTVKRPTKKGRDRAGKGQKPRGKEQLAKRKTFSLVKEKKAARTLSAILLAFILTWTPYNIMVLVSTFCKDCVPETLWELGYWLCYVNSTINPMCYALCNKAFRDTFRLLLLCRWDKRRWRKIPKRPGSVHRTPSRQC
# CHO-K1 Ca PAM: nonselective activator or artifact in parental CHO-K1 calcium assay | ATP EC20, Fluo-8 calcium fluorescence; 0% at ATP EC20, 100% at ATP max | activation, % at 3 µM | actives 0.02% (n = 360,000) | AID 602247;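 active = activation above the run cutoff, the mean activation of all test compounds plus 3 SD, cut at about 40% in these data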;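 note: peak over basal fluorescence ratio in a 140 s read after ATP addition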
# TAAR1 ag: agonists of human TAAR1; Q96RJ0; CHO RD-HGA16 TAAR1, Fluo-8 calcium fluorescence; vehicle wells 0%, saturating PEA agonist 100%; activation, % at 3 µM; actives 0.99% (n = 360,000); AID 624467;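 active = activation above the mean activation of all test compounds in the run plus 3 SD, cut at about 38% in these data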
#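 Test system: RD-HGA16 (CHO) cells co-expressing Gα16 and hTAAR1 / Benchmarks: DMSO vehicle as 0%, PEA at EC100 as 100% / Repeats: no replicates (n 1) / Measure: % activation from peak over basal fluorescence ratio, DMSO-to-PEA scaled / Timing: 17-24 h plating, Fluo-8 75 min 37 °C, 30 min RT / Technique: kinetic Fluo-8 calcium fluorescence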
# CHO-K1 Ca antag: M1 antagonist counterscreen hit in parental CHO-K1 cells; actives 0.6% (n = 360,000); inhibition, % at 3 µM; ATP-induced calcium, Fluo-8 fluorescence;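 active = inhibition above a per-plate cutoff, the plate's mean sample inhibition plus 3 SD, cut at about 24% in these data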;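 note: 0% = DMSO plus EC80 ATP and 100% = DMSO alone without ATP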
# M1 antag: antagonists of human M1 muscarinic receptor; actives 1.3% (n = 360,000); AID 588852; P11229; inhibition, % at 3 µM; CHO-K1 hM1, Fluo-8 calcium fluorescence, ACh EC80 antagonist;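 active = percent inhibition above its own plate's cutoff, namely the mean of that plate's compound wells plus 3 SD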;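 note: peak over basal fluorescence ratio during 140 s after agonist addition; 0% = ACh EC80 plus DMSO and 100% = DMSO alone without agonist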
# M1 ag: activates human CHRM1 receptor. P11229. CHO-K1 hM1, Fluo-8 calcium fluorescence, agonist mode; 0% DMSO, 100% acetylcholine EC100. activation, % at 3 µM. actives 0.33% (n = 360,000). AID 588814;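 active = activation above the run's mean compound activation plus 3 SD, cut at about 16% in these data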;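 note: peak over basal fluorescence ratio within a 140 s kinetic read after compound addition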
# M1 ag parental: nonselective activator or artifact in parental CHO-K1 cells; Fluo-8 calcium fluorescence; scaled to maximal ATP response, vehicle zero; activation, % at 3 µM; actives 0.48% (n = 360,000); AID 602248; in the data active = activation above about 15%;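 note: untransfected CHO-K1 host cells lacking M1 receptor as counterscreen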
# CHO parental Ca: counter-screen: ATP calcium response change in parental CHO cells. parental CHO-K1, ATP-induced calcium, Fluo-8 fluorescence. inhibition, % at 5.6 µM. actives 0.63% (n = 330,000);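 active = inhibition above that plate's mean sample inhibition plus 3 SD, cut at about 26% in these data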;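 note: 0% = ATP-challenged DMSO wells and 100% = DMSO wells without ATP; some compounds past the cut are filed as inactive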
#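 Material: parental CHO cells / Compound: single nominal dose of 5.6 µM per compound / Signal: Fluo-8 fluorescence / Replicates: singlicate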
# * marks the source's active call; other numbers are inactive results; nt = no result given.
SMILES,TAAR1 antag,CHRM1 PAM,CHO-K1 Ca PAM,TAAR1 ag,CHO-K1 Ca antag,M1 antag,M1 ag,M1 ag parental,CHO parental Ca
O=CN1CCN(C2CC(=O)N(c3ccc(Br)cc3)C2=O)CC1 (stereo not given),-0.1,8.1,9.1,0.8,-10.1,-8.8,-2.0,0.1,-11.8
O=[N+]([O-])c1ccc(C(O)CN=Cc2ccc(O)cc2O)cc1 (stereo not given),-3.4,6.7,13.2,3.6,-4.6,-7.6,-1.4,0.7,3.1
Cc1ccc2oc(=O)cc(CN3CC(C)OC(C)C3)c2c1 (stereo not given),-20.9,10.9,-9.5,1.8,3.9,-10.0,-1.7,-0.2,-1.3
O=c1c2cc(N3CCOCC3)ccc2[nH]c(=S)n1Cc1ccc(Cl)cc1,35.0,0.4,9.5,24.1,2.4,-2.6,-6.3,1.6,-2.9
CCOC(=O)c1ccc(NC(=O)c2cn(-c3ccccc3)nc2-c2ccncc2)cc1,62.5*,-14.4,12.0,4.8,-0.4,20.1,1.3,3.2,28.9
COc1cc(/C=N/NC(=O)CCN2CCCCC2)ccc1O,-4.4,6.4,18.0,2.0,-7.0,-13.1,-2.4,0.2,-6.7
COC(=O)c1cc(=O)nc(NN=Cc2ccc(C)cc2)s1,5.6,2.5,2.1,-1.0,-12.0,5.1,-4.2,0.5,nt
CC(C)C(=O)Nc1ccc2c(c1)Cc1cc(NC(=O)C(C)C)ccc1-2,-2.7,-0.9,-1.1,-0.1,-9.7,-2.6,-4.0,1.2,-1.9
CN(Cc1ccccc1)c1ccc(C(CC(N)=O)NC(=O)Cc2cccc3ccccc23)cc1[N+](=O)[O-] (stereo not given),-0.1,12.7,27.4,9.2,-23.9,-6.3,-1.9,0.2,-29.8
O=C(Cc1ccc(Cl)cc1)c1ccccc1,3.2,10.9,17.8,1.0,-12.0,-17.2,-3.3,-0.2,nt
O=C(OCc1ccccc1)N1CCC2CC1c1c2cccc1N1CCOCC1 (stereo not given),11.9,-6.8,19.9,5.3,2.9,13.1,-5.6,1.6,nt
COc1ccc(NC(=O)COC(=O)c2ccc(N3CCCC3=O)cc2)cc1OC,-12.1,3.8,13.0,6.1,0.3,-0.7,-4.4,0.8,-6.9
COCCn1c(SCC(=O)Nc2ccccc2OC)nc2ccccc21,-1.6,1.9,4.8,-1.1,-4.3,-1.1,-6.8,0.7,-16.4
COc1ccc(C)cc1S(=O)(=O)N(CC(=O)O)c1ccccc1,-3.4,11.5,10.7,8.8,-3.4,-17.0,-1.8,0.0,-2.8
Cc1[nH]c2ccccc2c1/C=N/NC(=O)CCC(=O)Nc1ccccc1,22.8,15.3,-7.7,1.4,6.8,-0.4,2.4,0.3,-15.0
CC(C)C(=O)Nc1cccc(NC(=S)NC(=O)c2ccc3c(c2)OCO3)c1,-21.2,6.1,16.1,2.4,-14.3,-5.1,-1.9,1.2,-12.5
COc1cc(-c2[nH]ncc2CN2CCN(Cc3cccs3)CC2)cc(OC)c1OC,-10.9,5.6,-10.2,3.3,-12.8,-11.4,-7.0,0.5,-26.3
Cn1c(N2CCOCC2)nc2c1c(=O)n(Cc1ccc(Cl)c(Cl)c1)c(=O)n2C,1.3,-5.1,-4.5,23.9,7.0,-4.5,-0.1,1.1,-35.6
COc1ccc(CNC(=O)C[C@H]2C(=O)N(c3ccccc3)C[C@@H]2Cc2ccccc2)cc1,25.0,0.0,0.1,8.8,-12.5,3.1,-5.5,0.2,-14.9
COc1ccc(N=Cc2cccc(C)c2O)cc1Cl,12.9,-0.1,20.4,1.4,-3.1,6.0,-6.1,2.6,1.0
COc1cccc(-n2cnnc2SCC(=O)NC2CC2)c1,-6.1,8.7,6.9,7.0,-2.9,-12.4,-5.0,0.1,-9.7
CN1/C(=C/C2CC(=O)NC2=O)C(C)(C)c2ccccc21 (stereo not given),-1.7,5.6,2.3,6.4,-13.1,-18.3,-1.8,0.6,-10.2
CC1(C)CC(=O)C(N=Nc2ccc3ncsc3c2)=C(O)C1,-7.6,2.4,14.2,12.2,-7.2,-16.4,-0.9,0.6,-9.2
CN(C)CCCN1C(=O)CSC1c1ccc([N+](=O)[O-])cc1 (stereo not given),-35.3,5.3,2.4,3.7,0.2,1.4,-3.5,1.0,-5.1
Cc1ccc(C)c(N(CC(=O)Nc2cc(Cl)ccc2Oc2ccccc2)S(C)(=O)=O)c1,17.6,-8.8,16.3,13.9,4.1,7.9,-2.5,1.1,-18.5
CN(C(=O)n1cnc2ccccc21)c1ccccc1,-4.1,1.4,19.2,-0.2,-3.2,6.2,-6.6,0.8,-8.8
CCCNC(=O)C1(C)CCCN(C(=O)CN2C(=O)c3ccccc3C2=O)C1 (stereo not given),-23.3,1.8,6.2,0.9,-1.1,-5.3,0.3,0.1,nt
CCCCn1cnc2c(SCc3ccccc3Cl)nc(N)nc21,7.3,-11.4,16.9,-1.9,4.2,15.5,-1.7,-0.8,nt
CCOc1ccccc1N1CCN(C(=O)c2cc3c(C)cc(C)cc3[nH]2)CC1,-38.2,3.6,-9.7,7.1,-8.8,-0.7,-3.7,-1.2,-17.3
COc1ccccc1-n1c(-c2ccc(Cl)cc2)c[nH]c1=S,6.6,2.2,-0.1,4.0,-16.4,-3.5,-16.2,0.1,1.2
CCN(CC)c1ccc(/C=N/N2CCN(Cc3ccc(C)cc3C)CC2)c(O)c1,-12.8,1.6,26.2,2.4,-15.1,1.6,-3.2,0.4,-11.2
CC1(C)CC(=O)C(N=Nc2ccc(F)cc2)=C(O)C1,-12.2,5.6,13.7,6.6,-13.6,-10.4,-0.5,2.4,7.8
COc1ccc(/C=C/C(=O)N(C(C)C)C(C)C)cc1Br,3.4,5.9,-0.6,8.1,-33.8,-12.8,-5.8,-0.6,-46.4
NC(=O)N1CCC2(CC1)NC(=O)N(c1ccccc1)N2,11.3,4.4,-8.8,3.5,14.7,-9.8,-7.7,-0.7,-12.0
COc1ccccc1CN1CC(C(=O)NCc2nccn2C)CCC1=O (stereo not given),-15.4,-2.3,-5.1,0.7,-8.3,16.4,-3.8,0.0,9.9
Cc1onc(-c2c(F)cccc2Cl)c1C(=O)Nc1cccc(S(=O)(=O)NCc2ccco2)c1,14.0,-6.3,16.1,9.8,3.0,2.9,-6.6,4.6,-8.8
O=C(c1ccc(-c2ccccc2Cl)o1)N1CCN(c2ccccc2O)CC1,19.4,11.2,-19.8,0.5,10.7,-10.4,0.6,-0.8,-16.1
O=C(Nc1cc(C(F)(F)F)ccc1-n1cncn1)c1ccc(Cl)cc1,2.6,8.4,16.4,0.7,-1.1,-15.2,-3.2,0.1,-15.2
CCc1cccc(CC)c1NC(=O)COC(=O)c1ccc2c(c1)S(=O)(=O)c1ccccc1C2=O,-1.0,5.5,16.4,-0.6,-14.6,2.8,-4.2,-0.1,-11.8
COC(=O)C1CC(Cl)CN1c1ncc(C(F)(F)F)cc1Cl (stereo not given),-2.4,5.5,11.5,0.0,0.8,2.0,-10.9,-0.2,-11.0

# Part of the list above, reformatted.
compound	TAAR1 antag	CHRM1 PAM	CHO-K1 Ca PAM	TAAR1 ag	CHO-K1 Ca antag	M1 antag	M1 ag	M1 ag parental	CHO parental Ca
COC(=O)C1CC(Cl)CN1c1ncc(C(F)(F)F)cc1Cl (stereo not given)	-2.4	5.5	11.5	0.0	0.8	2.0	-10.9	-0.2	-11.0
NC(=O)N1CCC2(CC1)NC(=O)N(c1ccccc1)N2	11.3	4.4	-8.8	3.5	14.7	-9.8	-7.7	-0.7	-12.0
COc1ccc(/C=C/C(=O)N(C(C)C)C(C)C)cc1Br	3.4	5.9	-0.6	8.1	-33.8	-12.8	-5.8	-0.6	-46.4
CCCCn1cnc2c(SCc3ccccc3Cl)nc(N)nc21	7.3	-11.4	16.9	-1.9	4.2	15.5	-1.7	-0.8	nt
COc1ccccc1CN1CC(C(=O)NCc2nccn2C)CCC1=O (stereo not given)	-15.4	-2.3	-5.1	0.7	-8.3	16.4	-3.8	0.0	9.9
CCN(CC)c1ccc(/C=N/N2CCN(Cc3ccc(C)cc3C)CC2)c(O)c1	-12.8	1.6	26.2	2.4	-15.1	1.6	-3.2	0.4	-11.2

# (next part)
SMILES,TAAR1 antag,CHRM1 PAM,CHO-K1 Ca PAM,TAAR1 ag,CHO-K1 Ca antag,M1 antag,M1 ag,M1 ag parental,CHO parental Ca
Cc1cc(Cl)ccc1OCC(=O)Nc1cccc(S(=O)(=O)N2CCCC2)c1,25.9,-8.7,13.0,1.2,-13.2,14.3,-4.0,4.0,-0.9
COC(=O)c1c(C)[nH]c(C(=O)COC(=O)CCNS(=O)(=O)c2cccc(C(F)(F)F)c2)c1C,15.9,-8.5,-17.6,20.9,3.0,10.0,-2.5,3.9,8.9
Cc1cc(Br)c(OCC(=O)NN)c2c1CCC2,-57.6,9.3,20.3,2.2,-7.1,-14.2,-2.8,1.6,-6.2
O=C(c1ccc(Cl)c(Cl)c1)N1CCN(c2ccccn2)CC1,10.4,1.0,0.6,3.8,15.9,-1.8,-6.8,0.6,nt
CC1(C)CC(=O)C(C2(O)C(=O)Nc3ccccc32)CO1 (stereo not given),-10.2,3.6,4.4,-0.2,-10.6,-4.5,-4.2,0.8,1.4
Cn1cc(S(=O)(=O)N2CCc3ccccc3C2)c(=O)n(C)c1=O,2.4,12.9,20.0,0.8,-12.7,-20.8,-1.1,0.0,-12.2
CN(C)Cc1c(O)ccc2c(-c3ccccc3)cc(=O)oc12,-12.5,-9.0,4.1,11.2,-4.5,2.7,-13.5,0.0,-15.5
Cc1ccc(CSCC(=O)Nc2ccc(N3CCOCC3)cc2N2CCOCC2)cc1,-11.1,16.4,-3.2,0.1,5.1,-4.8,2.2,0.2,-10.2
CS(=O)(=O)c1ccc2sc(NC(=O)c3cc4ccccc4o3)nc2c1,8.4,2.5,2.7,13.2,-7.0,-1.6,-2.4,0.5,-16.3
Cc1ccc(S(=O)(=O)Nc2ccccc2)cc1C(=O)N1CCCC1,-8.6,7.5,20.2,-0.2,3.9,-6.7,-2.3,0.2,-8.5
Cc1ccc(S(=O)(=O)N(C)C)cc1NC(=O)C(C)OC(=O)c1cc[n+]([O-])cc1 (stereo not given),-25.7,10.9,9.8,0.1,-7.6,-5.5,-2.4,0.2,-2.9
Cc1cc(N2C(=O)CC(Cc3ccc(Cl)cc3)C2=O)no1 (stereo not given),12.7,12.6,-7.5,0.7,19.0,-16.6,-2.6,-0.2,-0.3
CN(C)C(CNC(=O)c1cc(S(=O)(=O)N(C)c2ccc(F)cc2)ccc1Cl)c1cccs1 (stereo not given),8.2,-15.6,11.2,2.6,-12.9,22.9,-5.8,5.6,nt
CCCn1c(=O)c(C(=O)NCc2ccncc2)c(O)c2ccccc21,-5.0,7.1,1.3,7.6,29.3*,-13.2,-2.5,-0.6,-18.4
CCCCc1nnc(NC(=O)CN2C(=O)C3CCCCC3C2=O)s1 (stereo not given),-3.5,3.0,1.8,0.8,0.3,-2.7,-2.7,0.7,-21.6

# Screening results deposited in PubChem by The Scripps Research Institute Molecular Screening Center.
